Source: PubChem
SKN-1 inh: blocks SKN-1 activity in C. elegans | C. elegans VP596 Pgst-4::GFP/RFP ratio, acrylamide-induced, 24 h | inhibition, % at 21.8 µM | hit rate 0.49% among 360,000 | AID 624304;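 active means interference check ratio from 0.5 to 1.5 plus GFP to RFP signal ratio inhibition reaching or exceeding a fixed threshold, cut at about 30% in these data, passing the limit was not always enough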; further: some compounds called inactive have numbers as strong as hits
LMPTP block: blocks human LMPTP phosphatase | P24666 | recombinant LMPTP-A, OMFP fluorogenic substrate, fluorescence intensity | inhibition, % at 20 µM | hit rate 0.22% among 360,000;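 active means compounds that cut the enzyme signal by at least half of the control window in the single-dose screen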;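 further: plate controls were DMSO wells with enzyme plus substrate for no effect and substrate without enzyme for full effect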
Target sequence (P24666 whole entry, looked up): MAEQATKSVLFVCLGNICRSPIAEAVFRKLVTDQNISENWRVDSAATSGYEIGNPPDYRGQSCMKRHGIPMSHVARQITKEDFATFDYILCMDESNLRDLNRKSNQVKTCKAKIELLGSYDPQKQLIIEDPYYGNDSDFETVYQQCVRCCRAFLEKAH
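Material: LMPTP-A; amount: 0.625 nM enzyme; doses: single 20 µM dose; times: reaction 50 min, room temperature, dark; technique: fluorescence intensity of OMFP turnover product; benchmarks: no-enzyme and uninhibited controls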
Neddyl block: cullin neddylation inhibition | TR-FRET cullin neddylation, biochemical | hit rate 0.58% among 360,000 | AID 651699 | calls only at 25 µM; in the data active means inhibition above about 36%
DNMT1 inh: inhibitors of human DNMT1; inhibition (reported as % activation of signal), % at 10 µM; DNMT1 molecular beacon, Hinp1I cleavage, fluorescence; P26358; hit rate 0.83% among 360,000; in the data active means inhibition above about 50%
Tb MetRS inh: blocks T. brucei methionyl-tRNA synthetase activity | purified T. brucei MetRS, ATP depletion, Kinase-Glo luminescence | hit rate 0.4% among 360,000 | inhibition, % at 11.9 µM | AID 624268;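 active means inhibition above a per-plate cutoff of the control wells' mean inhibition plus 3 SD, cut at about 5.5% in these data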;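 further: 0% = DMSO wells median and 100% = median of wells with control inhibitor compound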
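System: purified T. brucei MetRS enzyme / Detection: Kinase-Glo luciferase luminescence reporting remaining unconsumed ATP / Medium: HEPES buffer with MgCl2, KCl, DTT, spermine, BSA, pyrophosphatase / Replication: singlicate, one well per compound / Evaluation: percent inhibition relative to median high and low control wells / Schedule: 2 h aminoacylation at 25 °C after 15 min preincubation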
CendR NRP1 mod: NRP-1/CendR interaction modulation; O14786; inhibition, % at 25 µM; hit rate 0.85% among 360,000; AID 602438; FAM-RPARPAR peptide binding to NRP-1, fluorescence polarization;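 active means inhibition or corrected inhibition above about 18%, plus a signal ratio from 0.5 to 1.5, limit read from the data, passing the limit was not always enough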; further: strong numbers were not always called active
SUMO1 PPI mod: alters human SUMO1 binding to SIM partners. P63165. SUMO1 binding to a labelled peptide, TR-FRET, 1 h. inhibition, % at 20 µM. hit rate 0.33% among 360,000; in the data active means inhibition above about 37%
Target sequence (P63165 whole entry, looked up): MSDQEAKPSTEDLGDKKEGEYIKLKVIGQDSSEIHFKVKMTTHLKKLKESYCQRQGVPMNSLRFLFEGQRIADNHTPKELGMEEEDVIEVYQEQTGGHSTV
STEP inh: blocks human striatal-enriched tyrosine phosphatase; P54829; recombinant STEP, OMFP fluorogenic substrate, fluorescence; inhibition, % at 20 µM; hit rate 0.25% among 360,000;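 active means inhibition at 20 µM, scaled per plate between control wells, above about 37%, limit read from the data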;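 further: 0% = DMSO with enzyme and substrate and 100% = substrate only without enzyme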
Target sequence (P54829 whole entry, looked up): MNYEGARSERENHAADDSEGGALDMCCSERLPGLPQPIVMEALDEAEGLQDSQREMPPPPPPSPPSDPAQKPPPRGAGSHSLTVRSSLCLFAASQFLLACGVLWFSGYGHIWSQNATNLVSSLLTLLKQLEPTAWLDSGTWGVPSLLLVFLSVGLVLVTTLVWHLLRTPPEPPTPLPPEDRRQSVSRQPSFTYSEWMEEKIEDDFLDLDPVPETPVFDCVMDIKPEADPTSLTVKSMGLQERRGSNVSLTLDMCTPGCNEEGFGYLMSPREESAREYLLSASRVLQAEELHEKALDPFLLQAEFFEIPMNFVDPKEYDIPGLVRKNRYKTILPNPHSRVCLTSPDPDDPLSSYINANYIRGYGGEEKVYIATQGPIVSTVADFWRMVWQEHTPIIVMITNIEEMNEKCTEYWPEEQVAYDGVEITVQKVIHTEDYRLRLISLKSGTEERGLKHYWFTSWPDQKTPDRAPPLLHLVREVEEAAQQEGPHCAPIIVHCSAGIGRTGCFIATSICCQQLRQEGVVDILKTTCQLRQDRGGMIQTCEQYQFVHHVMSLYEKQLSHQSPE
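System: STEP (striatal-enriched tyrosine phosphatase) enzyme, cell-free; medium: Bis-Tris pH 6.0 buffer with DTT, detergent; dosing: 20 µM, 1% DMSO; times: reaction 20 min, ambient temperature; detection: fluorescence, 480/540 nm; read-out basis: normalized % inhibition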
Scp-1 inhibitor: blocks human Scp-1 phosphatase activity | Q9GZU7 | Recombinant Scp1, phosphopeptide, malachite green phosphate absorbance | inhibition, % at 20 µM | hit rate 0.88% among 340,000 | AID 493091;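 active means inhibition above about 50% at 20 µM, limit read from the data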;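 further: plate controls were DMSO wells with enzyme for no effect and wells lacking enzyme for full effect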
Target sequence (Q9GZU7 76-261 limits assumed): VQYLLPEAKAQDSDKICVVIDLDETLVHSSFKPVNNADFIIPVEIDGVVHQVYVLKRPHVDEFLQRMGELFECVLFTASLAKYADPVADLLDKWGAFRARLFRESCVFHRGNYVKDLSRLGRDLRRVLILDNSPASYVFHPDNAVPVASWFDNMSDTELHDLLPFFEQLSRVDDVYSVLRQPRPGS
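System: truncated SCP-1 phosphatase (76-261aa); medium: Tris acetate buffer pH 5.5 with MgCl2 and Tween-20; incubation: 45 min room-temperature reaction, 5 min colour, 30 min stabiliser; compound: single 20 µM dose, 1% DMSO; reagent: Phosphorylated 17-residue peptide substrate; read-out: % inhibition at 20 µM; technique: colorimetric free-phosphate detection, absorbance 630 nm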
NadD block: blocks S. aureus nicotinate mononucleotide adenylyltransferase | AID 602399 | inhibition, % at 20 µM | purified NadD enzyme, colorimetric absorbance read-out | hit rate 0.78% among 360,000; in the data active means inhibition above about 26%; further: some compounds past the cut are filed as inactive
An asterisk follows results filed as active; & = joins results of further samples.

`O=c1c2cc(Cl)ccc2[nH]c(=S)n1Cc1ccco1` gave SKN-1 inh 20, LMPTP block 0.3, Neddyl block inactive, DNMT1 inh -2, Tb MetRS inh 8.1*, CendR NRP1 mod 12, SUMO1 PPI mod 0, STEP inh 1, Scp-1 inhibitor -3 and NadD block -1.
`COc1cccc(C2c3[nH]c4ccccc4c3C[C@H]3C(=O)N(c4ccccc4C(=O)N4CCC[C@H]4C(=O)O)C(=O)N23)c1` (some centres undefined) gave SKN-1 inh -5, LMPTP block -0.5, Neddyl block inactive, DNMT1 inh -1, Tb MetRS inh 3.2, CendR NRP1 mod 8, SUMO1 PPI mod 6, STEP inh 2, Scp-1 inhibitor 4 and NadD block 12.
For CC(NC(=O)C(=O)NCCc1c[nH]c2ccccc12)c1ccccc1 (centres undefined) the results were SKN-1 inh 12, LMPTP block -0.8, Neddyl block inactive, DNMT1 inh -1, Tb MetRS inh -0.6, CendR NRP1 mod -6, SUMO1 PPI mod 1, STEP inh 2, Scp-1 inhibitor -16 and NadD block -5.
Cc1ccc(Nc2ncnc(-n3cccc3)n2)cc1Cl was read as SKN-1 inh 4, LMPTP block -1.6, Neddyl block inactive, DNMT1 inh 15, Tb MetRS inh -1.3, CendR NRP1 mod -7, SUMO1 PPI mod 1, STEP inh 1, Scp-1 inhibitor -11 and NadD block -2.
CCC(=O)Nc1ccc2nc3c(=O)[nH]c(=S)[nH]c3nc2c1 was read as SKN-1 inh 13, LMPTP block 5.9, Neddyl block inactive, DNMT1 inh 55*, Tb MetRS inh 0.1, CendR NRP1 mod 15, SUMO1 PPI mod -3, STEP inh 6, Scp-1 inhibitor 67* and NadD block 3.
Screening COC(=O)C1=C(C)N(c2ccccc2)C(=S)NC1c1ccccc1C(F)(F)F (centres undefined) returned SKN-1 inh 15, LMPTP block 0.2, Neddyl block inactive, DNMT1 inh -2, Tb MetRS inh 0.6, CendR NRP1 mod -13, SUMO1 PPI mod 0, STEP inh 3, Scp-1 inhibitor -9 and NadD block 3.
Screening COc1ccc(OC)c(NC(=O)/C=C/c2ccccc2[N+](=O)[O-])c1 returned SKN-1 inh -1, LMPTP block 2.3, Neddyl block inactive, DNMT1 inh -15, Tb MetRS inh -0.2, CendR NRP1 mod 12, SUMO1 PPI mod -16, STEP inh 0, Scp-1 inhibitor -11 and NadD block -6.
For COCc1ccccc1Cn1cnc2c1c(=O)n(C)c(=O)n2C the results were SKN-1 inh -9, LMPTP block -0.5, Neddyl block inactive, DNMT1 inh 13, Tb MetRS inh -0.8, CendR NRP1 mod 35*, SUMO1 PPI mod -1, STEP inh -4, Scp-1 inhibitor -2 and NadD block -3.
CCOC(=O)c1ccc(Nc2nc(-c3cccnc3)nc3ccccc23)cc1 was read as SKN-1 inh 10, LMPTP block 1.6, Neddyl block inactive, DNMT1 inh 12, Tb MetRS inh -1.4, CendR NRP1 mod -15, SUMO1 PPI mod 6, STEP inh -5, Scp-1 inhibitor 3 and NadD block 1.
CCc1ccc(NC(=O)Cn2c(=O)n(CCCC(=O)NCc3ccco3)c(=O)c3ccccc32)cc1 was read as SKN-1 inh -7, LMPTP block -2.9, Neddyl block inactive, DNMT1 inh 2, Tb MetRS inh -1.0, CendR NRP1 mod 7, SUMO1 PPI mod 1, STEP inh -1, Scp-1 inhibitor -1 and NadD block 0.
CC1(C)Cc2c(cnn2-c2ccc(F)cc2)C(NC(=O)CCN2CCCCC2=O)C1 (centres undefined) was read as SKN-1 inh -7, LMPTP block 0.8, Neddyl block inactive, DNMT1 inh 0, Tb MetRS inh -0.3, CendR NRP1 mod 0, SUMO1 PPI mod -1, STEP inh 0, Scp-1 inhibitor -2 and NadD block 3.
Screening CCCn1c(-c2cccc(F)c2)nc2c1c(=O)[nH]c(=O)n2Cc1ccccc1 returned SKN-1 inh 2, LMPTP block -1.2, Neddyl block inactive, DNMT1 inh 3, Tb MetRS inh 0.2, CendR NRP1 mod 2, SUMO1 PPI mod 2, STEP inh -3, Scp-1 inhibitor -3 and NadD block 4.
For COc1cc(C(=O)Nc2ccc(C(C)=O)cc2)c(Br)c(OC)c1OC the results were SKN-1 inh -1, LMPTP block -0.4, Neddyl block inactive, DNMT1 inh 0, Tb MetRS inh -0.6, CendR NRP1 mod 6, SUMO1 PPI mod -11, STEP inh 0, Scp-1 inhibitor -5 and NadD block 2.
Screening CCOC(=O)c1ccc(NCC(O)COc2ccccc2)cc1 (centres undefined) returned SKN-1 inh -5, LMPTP block 0.8, Neddyl block inactive, DNMT1 inh -5, Tb MetRS inh -1.4, CendR NRP1 mod -4, SUMO1 PPI mod 0, STEP inh -2, Scp-1 inhibitor -2 and NadD block -6.
O=C(NN1C(=O)c2ccc3c4c(ccc(c24)C1=O)CC3)c1ccc(Br)cc1 was read as SKN-1 inh -39, LMPTP block -0.6, Neddyl block active, DNMT1 inh -2, Tb MetRS inh -0.7, CendR NRP1 mod 0, SUMO1 PPI mod -20, STEP inh -3, Scp-1 inhibitor -1 and NadD block 16.
Screening COc1ccc(C2C(C(=O)c3ccco3)=C(O)C(=O)N2CCc2ccccc2)cc1OC (centres undefined) returned SKN-1 inh 3, LMPTP block 1.8, Neddyl block inactive, DNMT1 inh -1, Tb MetRS inh -0.5, CendR NRP1 mod -8, SUMO1 PPI mod -14, STEP inh 2, Scp-1 inhibitor -5 and NadD block 10.
For CC(C)(C)OC(=O)[C@H](CCCCN)NC(=O)c1[nH]cnc1C(=O)N[C@@H](Cc1ccccc1)C(=O)OCc1ccccc1 the results were SKN-1 inh -8, LMPTP block -1.7, Neddyl block inactive, DNMT1 inh -1, Tb MetRS inh 0.0, CendR NRP1 mod 28*, SUMO1 PPI mod -46, STEP inh 0, Scp-1 inhibitor -8 and NadD block 5.
For CCOc1ccc(CSC(CC(=O)O)C(=O)O)cc1 (centres undefined) the results were SKN-1 inh -6, LMPTP block -1.2, Neddyl block inactive, DNMT1 inh 0, Tb MetRS inh -1.0, CendR NRP1 mod 9, SUMO1 PPI mod -4, STEP inh 4, Scp-1 inhibitor -10 and NadD block 1.
Screening COc1cc(-c2cc(=O)c3c(O)c(OC)c(OC)cc3o2)cc(OC)c1O returned SKN-1 inh 8, LMPTP block 1.4, Neddyl block inactive, DNMT1 inh -1, Tb MetRS inh 0.0, CendR NRP1 mod -2, SUMO1 PPI mod -2, STEP inh 2, Scp-1 inhibitor 1 and NadD block 8.
COc1ccc(NC(=S)N(CCCN2CCOCC2)C(C)c2cc3ccccc3o2)cc1 (centres undefined) was read as SKN-1 inh -8, LMPTP block -2.9, Neddyl block inactive, DNMT1 inh -1, Tb MetRS inh 0.4, CendR NRP1 mod 2, SUMO1 PPI mod -1, STEP inh 3, Scp-1 inhibitor 64* and NadD block -4.

Brought forward from above: two entries, then new ones.
Screening COc1cc(-c2cc(=O)c3c(O)c(OC)c(OC)cc3o2)cc(OC)c1O returned SKN-1 inh 8, LMPTP block 1.4, Neddyl block inactive, DNMT1 inh -1, Tb MetRS inh 0.0, CendR NRP1 mod -2, SUMO1 PPI mod -2, STEP inh 2, Scp-1 inhibitor 1 and NadD block 8.
COc1ccc(NC(=S)N(CCCN2CCOCC2)C(C)c2cc3ccccc3o2)cc1 (centres undefined) was read as SKN-1 inh -8, LMPTP block -2.9, Neddyl block inactive, DNMT1 inh -1, Tb MetRS inh 0.4, CendR NRP1 mod 2, SUMO1 PPI mod -1, STEP inh 3, Scp-1 inhibitor 64* and NadD block -4.
`O=C(CSc1nnc(COc2ccccc2)o1)N1CCN(c2ccccc2)CC1` gave SKN-1 inh 5, LMPTP block 0.7, Neddyl block inactive, DNMT1 inh -3, Tb MetRS inh -0.6, CendR NRP1 mod 3, SUMO1 PPI mod -1, STEP inh 0, Scp-1 inhibitor -4 and NadD block 3.
COCCN(CCOC)c1cc(C)c(C#N)c2nc3ccccc3n12 was read as SKN-1 inh -9, LMPTP block 0.1, DNMT1 inh -3, Tb MetRS inh 0.1, CendR NRP1 mod 8, SUMO1 PPI mod -8, STEP inh 0, Scp-1 inhibitor -2 and NadD block 7.
For Cn1nccc1C(=O)N1CCN(S(=O)(=O)c2ccc(Br)s2)CC1 the results were SKN-1 inh 7, LMPTP block 1.5, Neddyl block inactive, DNMT1 inh 2, Tb MetRS inh 0.2, CendR NRP1 mod 8, SUMO1 PPI mod -4, STEP inh 1, Scp-1 inhibitor -4 and NadD block 3.
CCCCNC(=O)c1nc(C2CCN(S(=O)(=O)c3ccc(C(F)(F)F)cc3)CC2)oc1-c1ccccc1 was read as SKN-1 inh -1, LMPTP block 5.5, Neddyl block inactive, Tb MetRS inh 0.3, CendR NRP1 mod 12 and SUMO1 PPI mod -1.
For OC(COc1ccc2ccccc2c1)CN1CCOCC1 (centres undefined) the results were SKN-1 inh 12&14, LMPTP block -1.1&-1.0, Neddyl block inactive, DNMT1 inh 2&2, Tb MetRS inh -0.2&0.2, CendR NRP1 mod -7&13, SUMO1 PPI mod 1&-3, STEP inh 4&-3, Scp-1 inhibitor -5&-7 and NadD block -3&-4.
COc1ccc(CNC(=O)CNS(=O)(=O)c2cccc(C#N)c2)cc1OC was read as SKN-1 inh -10, LMPTP block -1.8, Neddyl block inactive, DNMT1 inh 3, Tb MetRS inh -1.1, CendR NRP1 mod 3, SUMO1 PPI mod -6, STEP inh -3, Scp-1 inhibitor -2 and NadD block -4.
`Cc1cc(Oc2cc(NN3CCCCC3)c([N+](=O)[O-])cc2[N+](=O)[O-])c(C(=O)c2ccccc2)cc1Cl` gave SKN-1 inh 2, LMPTP block 0.2, Neddyl block inactive, DNMT1 inh 8, Tb MetRS inh -0.4, CendR NRP1 mod -2, SUMO1 PPI mod -17, STEP inh 2, Scp-1 inhibitor -11 and NadD block 12.
Screening CCc1ccc(NC(=O)C2(c3ccccc3)CC2(Cl)Cl)cc1 (centres undefined) returned SKN-1 inh -9, LMPTP block 0.8, Neddyl block inactive, DNMT1 inh 4, Tb MetRS inh -0.6, CendR NRP1 mod 6, SUMO1 PPI mod 4, STEP inh -1, Scp-1 inhibitor -20 and NadD block -5.
CC(=O)c1ccc(S(=O)(=O)N(C)CCCC(=O)NCc2ccc3c(c2)OCO3)cc1 was read as SKN-1 inh 27, LMPTP block 1.0, Neddyl block inactive, DNMT1 inh -2, Tb MetRS inh 0.2, CendR NRP1 mod -1, SUMO1 PPI mod -3, STEP inh 1, Scp-1 inhibitor -2 and NadD block 0.
C[C@H]1CN([C@@H](C)CO)C(=O)c2cc(NC(=O)NC3CCCCC3)ccc2O[C@H]1CN(C)C(=O)Nc1ccc(C(F)(F)F)cc1 was read as SKN-1 inh 10, LMPTP block 1.6, Neddyl block inactive, DNMT1 inh -11, Tb MetRS inh -0.5, CendR NRP1 mod 7, SUMO1 PPI mod -5, STEP inh -2, Scp-1 inhibitor 14 and NadD block 6.
Nc1nnc(SCc2nnc(-c3ccccc3)o2)s1 was read as SKN-1 inh 1, LMPTP block -0.4, Neddyl block inactive, DNMT1 inh -1, Tb MetRS inh 0.0, CendR NRP1 mod -2, SUMO1 PPI mod -2, STEP inh -3, Scp-1 inhibitor -2 and NadD block 0.
